# Y pestis TopoI: Y. pestis Topo-I inhibition via cleavage products | Y. pestis Topo-I cleavage product accumulation, plate reader | activity, % at 10 µM | hit rate 0.064% among 360,000; in the data active = activity above about 50%, passing the limit was not always enough; also: inactives centre near 2
# Rv3671c protease: Rv3671c (M. tuberculosis) protease inhibition. P9WHR9. inhibition, % at 5.96 µM. hit rate 0.048% among 320,000. AID 2606; in the data active = inhibition above about 38%;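 also: extracellular domain of Rv3671c used as enzyme; 0% = enzyme with DMSO and 100% = no enzyme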
# Target sequence (P9WHR9 whole entry, looked up, the tested form may be a part): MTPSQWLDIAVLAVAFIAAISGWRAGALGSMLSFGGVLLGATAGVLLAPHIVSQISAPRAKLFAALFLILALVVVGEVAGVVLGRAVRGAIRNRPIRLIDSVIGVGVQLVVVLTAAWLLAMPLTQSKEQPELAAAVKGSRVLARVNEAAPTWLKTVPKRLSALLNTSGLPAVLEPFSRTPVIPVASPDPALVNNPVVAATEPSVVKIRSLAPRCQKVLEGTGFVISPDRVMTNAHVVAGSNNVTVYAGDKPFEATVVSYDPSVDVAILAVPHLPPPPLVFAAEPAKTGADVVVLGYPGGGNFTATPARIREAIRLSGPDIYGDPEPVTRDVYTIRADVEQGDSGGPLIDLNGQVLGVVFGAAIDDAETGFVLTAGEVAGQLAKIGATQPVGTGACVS
# PriA SSB inh: K. pneumoniae PriA-SSBct interaction inhibition; AlphaScreen SSBct-PriA binding, biotinylated peptide; inhibition, % at 33 µM; hit rate 0.6% among 430,000; in the data active = inhibition mostly above about 37%, no sharp cut-off; inactive = mostly below about 20%;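 also: plate controls were negative control peptide for no effect and reference peptide for full effect; strong numbers were not always called active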
# SARS 3CLpro inh: SARS-CoV 3CLpro protease inhibition; P0C6X7; recombinant SARS-CoV 3CLpro, quenched FRET peptide cleavage; inhibition, % at 6 µM; hit rate 0.14% among 290,000; in the data active = inhibition above about 12%
# Vc quorum ag: quorum light induction in luxS cqsA deficient V. cholerae | activation, % at 18.7 µM | hit rate 0.16% among 350,000 | V. cholerae BH1578 lux reporter, luminescence, 6 h | AID 588436; in the data active = activation mostly above about 9.7%, no sharp cut-off; also: not every result past the cut was called active; inactives centre near 0; reference of the scale not given here
# MazF activator: MazEF (E. coli) toxin RNase activation; FAM/BHQ RNA-DNA oligo cleavage fluorescence, 5 h; AID 504720; activation, % at 20 µM; hit rate 0.32% among 350,000; P0AE70; in the data active = activation above about 50%
# Target sequence (P0AE70 whole entry, looked up): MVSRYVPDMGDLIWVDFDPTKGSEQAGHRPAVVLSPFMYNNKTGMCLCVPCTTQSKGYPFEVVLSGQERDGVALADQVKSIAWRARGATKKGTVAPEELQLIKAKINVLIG
# DUSP3 inh: DUSP3 (human) phosphatase inhibition; recombinant VHR phosphatase, pNPP absorbance; inhibition, % at 13.3 µM; hit rate 0.52% among 290,000; in the data active = inhibition above about 50%; also: some compounds called inactive have numbers as strong as hits
# Target sequence (P51452 whole entry, looked up): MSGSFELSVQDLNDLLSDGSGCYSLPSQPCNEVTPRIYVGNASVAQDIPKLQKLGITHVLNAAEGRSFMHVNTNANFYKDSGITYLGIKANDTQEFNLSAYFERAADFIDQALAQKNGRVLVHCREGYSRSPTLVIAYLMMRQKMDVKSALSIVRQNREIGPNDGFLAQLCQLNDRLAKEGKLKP
# TcdB GH inh: blocks C. difficile toxin B glycohydrolase activity | P18177 | TcdB glycohydrolase enzymatic assay, plate reader | inhibition, % at 9.99 µM | hit rate 0.24% among 350,000 | AID 652162; in the data active = inhibition above about 10%
# PrPC surface inh: cell surface PrPC inhibition, primary TR-FRET screen | TR-FRET read-out | inhibition, % at 13.8 µM | P04156 | AID 720596 | hit rate 0.43% among 370,000; in the data active = inhibition above about 24%; also: 0% = median of the test wells and 100% = reference compound wells
# CCHFV vOTU inh: CCHFV vOTU protease inhibition. inhibition, % at 11.5 µM. Pep-AMC fluorescence. hit rate 0.55% among 370,000. AID 651958; in the data active = inhibition above about 30%; also: 0% = vehicle wells with enzyme and 100% = no enzyme wells
# * = called active by the depositor; i = inactive; x = not tested or not shown; & = joins results of further samples. These rows are one share of the data; count on the stated rates, not on these rows.
SMILES,Y pestis TopoI,Rv3671c protease,PriA SSB inh,SARS 3CLpro inh,Vc quorum ag,MazF activator,DUSP3 inh,TcdB GH inh,PrPC surface inh,CCHFV vOTU inh
N#Cc1cnc(SCC(=O)N2CCCC2)nc1N,1.9,4.6,0.2,-2.6,i,3.6,14.2,-0.9,8.3,-8.6
COc1ccc(NC(=O)c2ccccc2Sc2ccc(NC(C)=O)nc2)cc1,6.1,4.8,0.8,0.5,-0.2,5.9,5.8,-0.8,6.0,9.2
COc1ccc(CNC(=O)CSCc2cccc(Cl)c2)cc1,12.6,2.6,-11.8,1.3,-0.4,2.7,-0.8,x,-6.4,7.0
O=C(/C=C/c1ccc2c(c1)OCO2)N1CCCCC1,5.9,x,-7.7,4.5,i,3.7,20.5,0.3,7.9,-4.2
Cc1ccc(Cn2cccc2/C=C2/C(=N)N3C=CSC3=NC2=O)cc1,16.1,-7.6,-1.9,-0.6,-3.4,1.2,25.6,1.6,-1.8,-9.5
Cc1sc2ncn(CC(=O)NCCCN3CC(C)CC(C)C3)c(=O)c2c1S(=O)(=O)N1CC(C)CC(C)C1 (stereo unspecified),15.4,2.6,4.6,6.1,-0.2,8.1,21.4,0.3,-15.8,-3.1
CCCCN1CCN=C1N(C)C,4.9,-1.7,-10.7,x,i,2.0,x,0.6,-1.3,-2.9
O=C(COC(=O)c1cc2ccccc2cc1O)Nc1ccccc1F,4.8,3.3,1.3,x,i,-6.6,x,1.0,-1.0,30.9*
O=C(NCC1(c2ccccc2)CCOCC1)c1cccs1,4.7,0.6,-1.6,-1.6,-2.8,10.7,7.6,0.4,-7.2,3.8
CCc1nc2ccc(C(=O)N3CCN(C)CC3)cn2c1N(C)CCCc1ccccc1,27.3,x,x,x,i,x,x,0.7,0.2,-10.2
O=C(O)c1c(N2CCCCC2)ccc([N+](=O)[O-])c1N1CCCCC1,-12.2,-3.3,-2.6,-4.1,-0.8,3.8,5.9,3.5,-0.1,-6.4
Cc1ccc(-n2nc3c(c2NC(=O)c2cc4ccccc4o2)CS(=O)(=O)C3)cc1,6.5,-5.7,-1.0,-3.8,i,2.1,6.2,1.4,-4.2,9.8
CC(C)N1C(=O)C2C(C(=O)NC3CCCCC3)C3C=CC2(O3)C1C(=O)NC1CCCC1 (stereo unspecified),-0.1,7.2,-9.5,2.6,i,-0.5,2.6,x,2.9,9.8
O=C(O)CN(c1ccccc1)C1SC(=O)NC1=O (stereo unspecified),-8.9,-0.8,-7.2,1.0,5.3,14.7,-6.0,x,-3.7,4.1
Cc1cc(Br)ccc1NC(=O)CCCOc1cc(=O)n(C)c2ccccc12,43.4,x,x,x,-0.4,x,x,0.1,-7.3,3.8
CCOC(=O)c1c(C)[nH]c(C)c1S(=O)(=O)N1CCC(c2ccccc2)C1 (stereo unspecified),20.9,2.0,0.8,-1.5,i,3.6,3.7,-0.7,4.1,14.2
Cc1cccc(/C=N/NC(=O)c2ccc(NC(=O)c3ccccc3C)cc2)n1,4.2,-5.1,x,-4.9,i,-0.3,-2.9,0.8,0.1,-5.7
Cc1ccc(OCC(=O)Nc2cccc(-c3nnc(-c4ccccc4)o3)c2)c(C)c1,1.2,-6.2,-14.4,-6.4,-3.1,-0.7,20.4,x,7.1,-2.3
C[C@]12c3[nH]c4ccc(Cl)cc4c3CCN1C(=O)[C@@H](CC(=O)NCCc1ccccn1)C[C@@H]2C(=O)N1CCCCC1,21.6,x,-15.3,x,i,8.4,x,1.5,4.7,-5.4
O=C(/C=C/c1ccc2ccccc2n1)N1CCN(S(=O)(=O)c2ccccc2F)CC1,14.6,-6.2,-9.7,-0.1,-3.1,3.1,-11.3,-0.3,4.4,7.6

# Ordered by formula weight (rising): 11 of the compounds above
SMILES,Y pestis TopoI,Rv3671c protease,PriA SSB inh,SARS 3CLpro inh,Vc quorum ag,MazF activator,DUSP3 inh,TcdB GH inh,PrPC surface inh,CCHFV vOTU inh
CCCCN1CCN=C1N(C)C,4.9,-1.7,-10.7,x,i,2.0,x,0.6,-1.3,-2.9
O=C(O)CN(c1ccccc1)C1SC(=O)NC1=O (stereo unspecified),-8.9,-0.8,-7.2,1.0,5.3,14.7,-6.0,x,-3.7,4.1
O=C(NCC1(c2ccccc2)CCOCC1)c1cccs1,4.7,0.6,-1.6,-1.6,-2.8,10.7,7.6,0.4,-7.2,3.8
O=C(O)c1c(N2CCCCC2)ccc([N+](=O)[O-])c1N1CCCCC1,-12.2,-3.3,-2.6,-4.1,-0.8,3.8,5.9,3.5,-0.1,-6.4
O=C(COC(=O)c1cc2ccccc2cc1O)Nc1ccccc1F,4.8,3.3,1.3,x,i,-6.6,x,1.0,-1.0,30.9*
Cc1cccc(/C=N/NC(=O)c2ccc(NC(=O)c3ccccc3C)cc2)n1,4.2,-5.1,x,-4.9,i,-0.3,-2.9,0.8,0.1,-5.7
Cc1ccc(OCC(=O)Nc2cccc(-c3nnc(-c4ccccc4)o3)c2)c(C)c1,1.2,-6.2,-14.4,-6.4,-3.1,-0.7,20.4,x,7.1,-2.3
CCc1nc2ccc(C(=O)N3CCN(C)CC3)cn2c1N(C)CCCc1ccccc1,27.3,x,x,x,i,x,x,0.7,0.2,-10.2
O=C(/C=C/c1ccc2ccccc2n1)N1CCN(S(=O)(=O)c2ccccc2F)CC1,14.6,-6.2,-9.7,-0.1,-3.1,3.1,-11.3,-0.3,4.4,7.6
Cc1cc(Br)ccc1NC(=O)CCCOc1cc(=O)n(C)c2ccccc12,43.4,x,x,x,-0.4,x,x,0.1,-7.3,3.8
CC(C)N1C(=O)C2C(C(=O)NC3CCCCC3)C3C=CC2(O3)C1C(=O)NC1CCCC1 (stereo unspecified),-0.1,7.2,-9.5,2.6,i,-0.5,2.6,x,2.9,9.8

# Further compounds follow:
SMILES,Y pestis TopoI,Rv3671c protease,PriA SSB inh,SARS 3CLpro inh,Vc quorum ag,MazF activator,DUSP3 inh,TcdB GH inh,PrPC surface inh,CCHFV vOTU inh
CCOC(=O)c1c(NC(=O)CSc2nnc3c(n2)[nH]c2ccccc23)sc2c1CCN(C)C2,7.9,3.8,-5.2,-0.8,i,20.1,x,x,-16.1,11.3
COc1ccccc1OC(=O)c1ccc(C)c(S(=O)(=O)N2CCOCC2)c1,39.3,-10.9,-13.9,2.1,-0.5,-29.8,45.2,2.5,7.8,-5.4
CC(=O)C(Sc1ccc2nnc(-c3ccc(C)cc3)n2n1)C(C)=O,5.2,-6.6,-2.0&-5.5,-1.6,-0.3,1.1,-9.6,0.4,-9.2,8.6
CCn1c(COc2cccc(OC)c2)nnc1SCC(=O)Nc1cccc(OC)c1,5.5,3.7,7.2,-8.2,i,8.9,11.9,x,11.8,-1.5
CN(C)N1C(N)=C(C#N)C(c2ccc(Br)cc2)C2=C1CC(C)(C)CC2=O (stereo unspecified),-9.4,2.0,-2.0,3.1,i,12.8,x,-1.9,5.3,1.8
COCCCNC(=O)CCC(=O)NNc1nc2ccccc2c2nc(-c3ccccc3)nn12,10.9,1.4,-9.5,3.1,-3.1,-10.5,30.5,3.1,-1.6,-0.5
CCCN(CC(=O)Nc1ccccc1OC)C(=O)CSC(=S)N1CCCC1,21.0,-4.1,-4.9,x,7.1,3.4,x,0.1,5.8,7.1
NC(=O)c1c(NC(=O)CSc2nnc(-c3ccccc3)n2CC2CCCO2)sc2c1CCC2 (stereo unspecified),1.8,1.0,0.1,0.0,-0.3,3.4,-12.2,x,7.9,5.8
Nc1nc2c(s1)C(=O)CCC2,-0.9,-1.1,-10.0&-4.2,-3.9,i,8.2,1.5,x,1.8,6.1
COc1ccc(CC(=O)NCC(=O)N/N=C/c2ccc(C)o2)cc1,3.0,-6.3,x,2.8,-0.2,3.7,2.9,0.2,2.2,-0.9
CC1CCN(c2c(NCc3ccc(C(=O)N(C)C4CCCCC4)cc3)c(=O)c2=O)CC1,30.9,-1.2,-14.1,1.7,-0.8,12.8,21.1,1.8,8.3,-7.9
CCCc1c(C)nn(-c2ncccc2[N+](=O)[O-])c1C,10.0,-2.6,-8.2,-3.2,-0.2,-1.0,29.8,0.0,-10.4,-6.5
C=CCC[C@@H](Cc1ccc(F)cc1)C(=O)OCCNC(=O)[C@@H](CC=C)CC(=O)N(CCO)Cc1ccccc1,9.2,-8.8,-7.4,x,i,0.8,x,2.0,3.2,14.9
O=C(COc1ccc(-c2ccccc2)cc1)N1CCCC1,8.2,-3.9,6.4,0.6,0.0,2.1,-0.4,-0.4,0.0,0.1
COC(=O)Nc1nnc(SCc2ccc(C)cc2)s1,-8.7,-5.7,-0.4,-0.1,x,-8.1,-3.3,x,-2.0,6.2
COc1ccc(/C=N/N2CCN(c3ccccc3)CC2)cc1Br,-1.6,-3.8,x,-1.6,1.3,3.4,13.6,0.8,-1.3,-6.2
CCCc1nc2ccccc2c(=O)n1-c1ccccc1OC,10.9,5.8,-10.3,4.2,x,2.8,13.9,x,1.9,1.8
COc1ccc(-c2nc(C(F)(F)F)c(OC)o2)cc1OC,2.8,-8.4,-3.0,5.4,i,2.9,-0.8,x,7.1,3.5
CCOC(=O)C1=C(COC(=O)/C=C/c2ccc(F)cc2)NC(=O)NC1C (stereo unspecified),9.5,x,x,x,-0.8,2.2,x,1.4,0.1,3.4
O=C(NCCN1C(=O)C2C3C=CC(C3)C2C1=O)N1CCOCC1 (stereo unspecified),0.3,5.1,1.7,-6.1,i,4.6,-9.7,-2.0,-1.7,-3.6
Cc1cc(-c2nn(-c3ccccc3F)cc2CN2CCCC(C(N)=O)C2)c(C)s1 (stereo unspecified),1.0,4.5,1.1,-1.4,-3.3,-3.8,11.0,0.0,5.5,0.5
O=C(O)c1nc(-c2ccccc2)n(-c2ccccc2)n1,-3.0,6.8,-4.7,-3.9,-0.2,1.8,-6.7,x,0.9,-12.8
O=C(Nc1cccc(S(=O)(=O)NC2=NCCCCC2)c1)c1cc(-c2ccco2)nc2ccccc12,6.0,-54.8,-0.4,2.5,0.6,-3.0,-0.7,0.6,-1.2,-20.1
O=C(Nc1ccccc1F)c1ccc2sc([C@@H]3O[C@H](CO)[C@H](O)[C@H](O)[C@H]3O)nc2c1,-4.3,x,x,x,i,x,x,0.5,-2.6,-13.2
COC(=O)c1ccc(C2Nc3ccccc3NC3=C2C(=O)CC(C)(C)C3)cc1 (stereo unspecified),1.6,0.5,-2.1,3.3,i,-27.2,30.0,1.6,-4.9,-3.5
Cc1ccc(NC(=S)N(CCCN(C)C)Cc2cc3cc4c(cc3[nH]c2=O)OCO4)c(C)c1,2.7,-5.2,-11.0,-1.4,-0.4,9.8,25.1,0.4,1.6,7.4
O=C(NCCc1ccc(Cl)cc1)c1ccc2c(c1)OCCO2,-3.5,1.2,-4.8,2.5,i,3.5,27.2,2.9,-1.1,14.2
COc1ccc(CN(C)C[C@@H]2OCCCC[C@@H](C)Oc3ccc(N(C)C)cc3C(=O)N([C@H](C)CO)C[C@@H]2C)cc1,16.4,x,x,x,-0.3,9.7,x,-15.3&-18.8,-9.8,-2.2
COc1ccc(OC)c(S(=O)(=O)NCCC2=CCCCC2)c1,12.8,-6.8,-6.2,-0.9,-0.3,-5.0,28.9,-0.1,8.4,-13.9
Cc1ccc(N=Cc2ccccc2O)cc1Cl,0.6,x,-8.0,x,i,8.8,x,0.4,-6.7,-1.6
Cc1cccc(/C(N)=N/OC(=O)c2ccccc2Cl)c1,1.5,-13.4,x,2.9,-0.3,0.9,9.6,-0.1,-0.6,-3.4
O=C1C2CCCCC2C(=O)N1c1ccc(NC2CCN(Cc3ccccc3)CC2)c([N+](=O)[O-])c1 (stereo unspecified),-3.6,7.5,31.2,4.4,-0.4,-2.8,14.5,1.8,-18.8,-0.2
